Source: PubChem
QS inhibitor: S. aureus quorum sensing inhibitors, primary screen, RNAIII-GFP reporter, flow cytometry; S. aureus RN6390 RNAIII-GFP reporter, AIP-induced, flow cytometry 3 h; inhibition, % at 2 µM; 24,000 compounds, 0.3% hits;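 active = share of bacteria positive for the green fluorescent reporter and its mean brightness both inhibited by 50% or more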;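 also: 0% = AIP-stimulated control and 100% = unstimulated bacteria without AIP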
QS inhibitor GFP MFI %: recorded beside QS inhibitor, whose call it bears; inhibition, %; measured here: inhibition of GFP MFI
Numbers without * were called inactive. Not all compounds are listed; the hit share may differ from the screen's.

#	SMILES	QS inhibitor	QS inhibitor GFP MFI %
1	Nc1cccc(-n2nncc2-c2ccccc2)c1	-1	4
2	CCOC(=O)C1CCN(C(=O)c2cnn3c(C)cc(C)nc23)CC1	-1	-29
3	COc1ccc(S(=O)(=O)NCCC(=O)NCc2cccs2)cc1	-1	-4
4	CNc1ccc(C(O)(C(F)(F)F)C(F)(F)F)cc1C(O)(C(F)(F)F)C(F)(F)F	0	4
5	NC(=O)CSc1nnc(-c2cc3ccccc3o2)n1Cc1ccccc1	0	7
6	COc1ccc(NC(=O)CCNC(=O)Cn2cnc3ccccc3c2=O)c(OC)c1	-3	-12
7	CCOC(=O)N1CCC(NC(=O)c2cc3cc4cc(OC)ccc4nc3o2)CC1	1	12
8	O=C(c1ccc(COc2c(F)c(F)c(F)c(F)c2F)o1)N1CCOCC1	-1	-8
9	O=S(=O)(NC1CCCCC1NS(=O)(=O)c1ccc(F)cc1)c1ccc(F)cc1 (stereo not drawn)	0	19
10	Cc1cc(C(=O)N2CCc3ccccc32)n(-c2ccccc2)n1	-6	-36
11	Cc1noc(C)c1S(=O)(=O)N1CCC(C(=O)N2CCN(c3ccc(F)cc3)CC2)CC1	-5	-58
12	Cc1ccccc1OCC(=O)Nc1ccc2c(c1)OCO2	10	26
13	O=C(NCCN1CCOCC1)c1cc2sccc2n1Cc1ccc(F)cc1	-17	-95
14	COc1ccc(N(CC(=O)NC2CCCCC2)S(=O)(=O)c2cccnc2)cc1	-4	-10
15	CC(=O)Nc1ccc(N=Cc2nc(-c3ccc(C)cc3)oc2O)cc1	0	16
16	Cc1nc2ccc(S(=O)(=O)NC(C(=O)NCc3cccs3)C(C)C)cc2s1 (stereo not drawn)	-4	-6
17	O=C(CN1C(=O)c2ccccc2C1=O)Nc1ccccc1C(=O)N1CCCC1	-2	-8
18	O=C(CN1CCN(S(=O)(=O)c2ccc(Cl)cc2)CC1)Nc1ccc2c(c1)OCCO2	1	2
19	Cc1ccc(-c2nnc(SCC(=O)Nc3ccccc3F)o2)cc1	1	7
20	COc1ccc(OC)c(S(=O)(=O)N2CCC(C(=O)NCc3ccccc3OC)CC2)c1	1	28
21	COC(=O)c1[nH]c2ccc(C)cc2c1NC(=O)CN1CCCc2ccccc21	0	5
22	CCCCCn1c(=O)[nH]c2cc(C(=O)NCCCN3CCCCC3)ccc2c1=O	-2	-7
23	O=C(Nc1nc2ccc(S(=O)(=O)N3CCCC3)cc2s1)C1CCCO1 (stereo not drawn)	1	41
24	O=c1c(-c2ccccc2)coc2c(CN3CCOCC3)c(O)ccc12	-4	-31
25	CCOc1ccccc1NC(=O)N1C2CCCC1CC(NC(=O)C1CC1)C2 (stereo not drawn)	-1	-8
26	CNC(=O)C1CCC(=O)N1Cc1ccc(C)cc1 (stereo not drawn)	-2	-10
27	O=C(NCc1ccco1)c1cc2ccccc2c(=O)o1	-3	-7
28	C=CCOC(=O)C1=C(C)OC(N)=C(C#N)C1c1ccccc1F (stereo not drawn)	2	54
29	CCOC(=O)c1ccn(-c2nc(-c3ccco3)cc(C(F)(F)F)n2)n1	4	-3
30	O=C(Nc1ccncc1)c1cc2ccccc2o1	0	3
31	Cc1cc(Nc2ccc(Br)cc2)n2nc(C)nc2n1	3	19
32	O=c1ccc(Br)c[nH]1	-6	-7
33	CCn1ncc(C2=NOC(C(=O)Nc3cccc(C(C)=O)c3)C2)c1C (stereo not drawn)	-7	-13
34	CCS(=O)(=O)NCCc1csc(-c2ccccc2)n1	-3	0
35	COc1ccc(Oc2c(C)oc3cc(OC(=O)N4CCOCC4)ccc3c2=O)cc1	-1	-1
36	CCN(CC(=O)Nc1ccc(S(N)(=O)=O)cc1)S(=O)(=O)c1cc(C)ccc1OC	0	12
37	COc1ccc(Cl)cc1-n1c(N)c(C(N)=O)sc1=S	-8	-35
38	CC(C)n1c(CN2CCN(C)CC2)nc2c1c(=O)n(C)c(=O)n2C	-4	-28
39	Cn1cnnc1SCC(=O)Nc1ccc2nc(SCc3ccccc3)sc2c1	-1	-9
40	CCCCc1nc2n[nH]c(N)c2c2c1CCCC2	-1	1
41	Cc1ccc(-c2nn3c(C)nnc3s2)cc1NC(=O)c1ccc(OC(C)C)cc1	0	0
42	O=C(NCc1nnc(SCC(=O)N2CCCCCC2)o1)c1ccco1	-1	-14
43	COc1ccc(CCN(C)CCCC(C#N)(c2cc(OC)c(OC)c(OC)c2)C(C)C)cc1OC (stereo not drawn)	-4	-14
44	Cc1nc2c(-c3ccccc3)c(C)nn2c(C)c1CCC(=O)N1CCOCC1	0	7
45	Cc1nc2sc(C#N)c(N)c2c2c1CCCC2	1	26
46	CCCN1CCN(C(=O)CN2C(=O)CC(C)(C)S(=O)(=O)c3ccccc32)CC1	-2	-6
47	COc1ccccc1N1CCN(CC(=O)c2ccc3ccn(C(C)=O)c3c2)CC1	-5	-7
48	CCOc1ccc(N(CC(=O)Nc2ccccc2C)S(=O)(=O)c2c(C)noc2C)cc1	-3	-11
49	O=C(CCCn1c(=S)[nH]c2cc3c(cc2c1=O)OCO3)NC1CC1	-5	-41
50	OC(Cc1nc2ccccc2[nH]1)c1ccccc1Cl (stereo not drawn)	-4	-31
51	CCOC(=O)CN1CC23C=CC(O2)C(C(=O)NCCc2ccccc2)C3C1=O (stereo not drawn)	-4	-11
52	COc1ccccc1-n1cnc2cc(C(=O)NCC3CCCO3)ccc21 (stereo not drawn)	2	0
53	O=C(O)Cc1coc(-c2ccc(F)cc2)n1	3	16
54	CC(=O)Nc1ccc(S(=O)(=O)N2CCN(C34CC5CC(CC(C5)C3)C4)CC2)cc1	4	7
55	COc1cccc(CN2CCN(C(=O)c3ccco3)CC2)c1OC	0	10
56	Cc1ccccc1Cn1c(=O)n(CCCC(=O)NCc2ccco2)c(=O)c2ccccc21	2	14

Other records follow:
#	SMILES	QS inhibitor	QS inhibitor GFP MFI %
57	O=C(NCCCN1CCCCCC1)c1ccc(CS(=O)(=O)Cc2ccccc2F)o1	0	16
58	O=c1cc(O)c2c(=O)[nH]c(=O)n(-c3ccccc3)c2[nH]1	-3	-15
59	COCCCNC(=O)CCCn1c(=O)c2ccccc2n(CC(=O)Nc2c(C)cc(C)cc2C)c1=O	1	2
60	Cc1c(C(=O)NC(C)C)oc2c1-c1[nH]ncc1CC2	-2	-29
61	COc1cccc(NC(=O)NCCCN2CCN(c3ccc(F)cc3)CC2)c1	0	6
62	c1ccc(N(c2ccccc2)c2nc(N3CCCC3)nc(-n3ccnc3)n2)cc1	1	5
63	CC(C)CCNC(=O)CCCn1c(=O)[nH]c2ccc(Br)cc2c1=O	-6	-27
64	O=c1[nH]c2ccc(Br)cc2c(-c2ccccc2)c1N1CCOCC1	2	12
65	O=C(O)c1c[nH]c2ccc(S(=O)(=O)N3CCN(c4ccc(F)cc4)CC3)cc2c1=O	-1	-6
66	CN(Cc1ccccc1)Cc1nc2c([nH]1)c(=O)[nH]c(=O)n2C	5	36
67	COc1ccc(C)c(S(=O)(=O)Nc2ccc(OCC(=O)O)cc2)c1	0	12
68	CCOC(=O)c1oc2ccccc2c1NC(=O)c1cccc(OC)c1	-6	-14
69	COc1ccccc1C(=O)NCCNC(=O)c1ccco1	0	3
70	COc1ccc(-n2c(Cc3cccn3C)nnc2SCC(=O)Nc2cc(Cl)ccc2OC)cc1	0	7
71	Cc1ccc(NC(=O)CCNS(=O)(=O)c2cccc3nonc23)cc1	-2	0
72	Fc1ccc(-c2ccc(-c3nn4c(-c5ccco5)nnc4s3)o2)cc1	11	9
73	COc1ccc(OC)c(C(=O)c2coc3ccc(O)c(CN4CCOCC4)c23)c1	-2	-4
74	COc1ccc(CC(=O)Nc2ccc(-c3noc(-c4cc(OC)c(OC)c(OC)c4)n3)cc2)cc1	-2	0
75	CCC(C)C(NS(=O)(=O)c1ccc(C)cc1)C(=O)NCCN1CCOCC1 (stereo not drawn)	-2	-11
76	CCN(CCCNC(=O)CN1C(=O)COc2ccccc21)c1cccc(C)c1	-1	8
77	COc1cc(C2c3c(n[nH]c3C)C(=O)N2c2ccc(Br)cc2)ccc1O (stereo not drawn)	3	8
78	Cc1ccc(NC(=O)COc2ccc(/C(N)=N/O)cc2)cc1C	0	-2
79	O=C(Nc1nccs1)NC(C(F)(F)F)C(F)(F)F	0	-28
80	Fc1ccc2nc(Nc3nc4c(s3)CCCC4)sc2c1	-4	-15
81	COc1ccc(S(=O)(=O)NC(CC(=O)NCCc2ccc(OC)c(OC)c2)c2ccco2)cc1 (stereo not drawn)	0	22
82	COC(=O)c1cc2ccsc2n1Cc1cc(=O)n2ccccc2n1	-1	-6
83	CCCCn1c(NCCC)nc2c1c(=O)[nH]c(=O)n2C	-2	-6
84	Cc1cc(NS(=O)(=O)c2ccc(NC(=O)COc3ccc(Cl)cc3)cc2)no1	-3	-4
85	Cc1ccc(Cl)cc1N1CCN(C(=O)CCS(=O)(=O)c2cccc3nonc23)CC1	6	19
86	O=C(Nc1ccc(Cl)c(Cl)c1)N1CCC(N2CCCCC2)CC1	-1	-18
87	Cc1cc(C)cc(N2CCCn3c2nc2c3c(=O)n(CCN3CCOCC3)c(=O)n2C)c1	-2	-7
88	CC(O)c1n(C)c(Cl)c[n+]1C (stereo not drawn)	0	3
89	COc1ccc(OC)c(NC(=O)Nc2nnc(N3CCC(C)CC3)s2)c1	9	20
90	CCCOc1ccc(C2c3c(oc4cc(C)c(C)cc4c3=O)C(=O)N2CCCN(C)C)cc1OCC (stereo not drawn)	0	7
91	CC(=O)Nc1cccc(NS(=O)(=O)c2cccc3nsnc23)c1	-2	-2
92	CC(C)(C)c1ccc(C(=O)NCCC(=O)NCc2ccco2)cc1	-3	1
93	Cc1nc2ncnn2c(C)c1CCC(=O)NCc1ccccc1	0	-14
94	CCOc1ccccc1N1CCN(C(=O)c2ccncc2)CC1	-2	-20
95	C=C(C)Cn1c(N2CC(C)CC(C)C2)nc2c1c(=O)[nH]c(=O)n2C (stereo not drawn)	-1	-8
96	O=C(CN1CCOc2ccccc21)NCc1ccccc1	-2	0

5 of the entries above in order of the QS inhibitor value, high to low:
#	SMILES	QS inhibitor	QS inhibitor GFP MFI %
89	COc1ccc(OC)c(NC(=O)Nc2nnc(N3CCC(C)CC3)s2)c1	9	20
93	Cc1nc2ncnn2c(C)c1CCC(=O)NCc1ccccc1	0	-14
95	C=C(C)Cn1c(N2CC(C)CC(C)C2)nc2c1c(=O)[nH]c(=O)n2C (stereo not drawn)	-1	-8
91	CC(=O)Nc1cccc(NS(=O)(=O)c2cccc3nsnc23)c1	-2	-2
92	CC(C)(C)c1ccc(C(=O)NCCC(=O)NCc2ccco2)cc1	-3	1

Three entries out of the list, sorted by heavy-atom count, lowest first.
#	SMILES	QS inhibitor	QS inhibitor GFP MFI %
91	CC(=O)Nc1cccc(NS(=O)(=O)c2cccc3nsnc23)c1	-2	-2
92	CC(C)(C)c1ccc(C(=O)NCCC(=O)NCc2ccco2)cc1	-3	1
90	CCCOc1ccc(C2c3c(oc4cc(C)c(C)cc4c3=O)C(=O)N2CCCN(C)C)cc1OCC (stereo not drawn)	0	7

(more compounds)
#	SMILES	QS inhibitor	QS inhibitor GFP MFI %
97	C[N+]1=C2CCCCCN2C(O)(c2ccccc2)C1 (stereo not drawn)	2	3
98	Cn1c(C(=O)N2CCN(c3ccccn3)CC2)cc2c(=O)n(C)c3ccccc3c21	-1	-8
99	CCC(=O)N1CCCc2cc(S(=O)(=O)N3CCN(C4CCCCC4)CC3)ccc21	-1	6
100	Cc1nc2cc(Cl)c(Cl)cc2nc1C	-4	-81
101	O=C(c1ccco1)N1CCN=C1SCc1ccccc1F	11	12
102	Cc1ccc(S(=O)(=O)N2CCN(C(=O)N3CCOCC3)C2C)cc1 (stereo not drawn)	-2	-8
103	Cc1noc(C)c1S(=O)(=O)Nc1ccc(C(=O)NC2CCCCC2C)cc1 (stereo not drawn)	7	15
104	O=C(NCc1ccco1)c1cnc2n(c1=O)CCS2	-2	-9
105	CCC1SC2=NC(C)=C(C(=O)OC)C(c3ccc(C)cc3)N2C1=O (stereo not drawn)	1	8
106	COc1ccc(/C=N/n2cc(-c3ccc(OC)cc3)nc2N)cc1	2	20
107	CC1CCCCC1NC(=O)C1CCN(S(=O)(=O)c2ccc3c(c2)CCC(=O)N3)CC1 (stereo not drawn)	62	43
108	COc1cc2c(N3CCOCC3)cc(O)c(CC(=O)Nc3ccccc3)c2cc1OC	-5	-16
109	O=C(O)c1c(Cl)c(Cl)c(Cl)c(Cl)c1C(=O)N1CCOCC1	2	7
110	CC1Cc2ccccc2N1C(=O)C12CCC(C)(C(=O)C1)C2(C)C (stereo not drawn)	-2	20
111	CCCCN(CC)CCCNC(=O)CS(=O)(=O)Cc1nc(-c2cccc(OC)c2)oc1C	-1	-15
112	CCOC(=O)N1CCC(NC(=O)C(NS(=O)(=O)c2ccc3c(c2)CCN3C(C)=O)C(C)C)CC1 (stereo not drawn)	-1	2
113	OC1C[N+]2(CCCCC2)C1	0	-1
114	COc1ccc(N2C(=O)NC3CC2(C)Oc2ccccc23)cc1OC (stereo not drawn)	-2	-11
115	C=COCCn1c(=N)n(CCC)c2ccccc21	1	10
116	O=C(c1cccc(F)c1)N1CCN=C1SCc1cccnc1	-6	-10
117	S=c1[nH]nc(Cc2ccccc2)n1Cc1ccco1	-1	-9
118	Nc1nc2c(s1)CCc1c-2cnn1-c1ccccc1	2	8
119	Cc1onc(-c2ccccc2Cl)c1C(=O)N1CCN=C1SCc1cccnc1	0	10
120	O=C(c1ccc(CS(=O)(=O)c2ccccc2)o1)N1CCOCC1	-2	-4
121	CCOC(=O)c1c(NC(=O)c2ccc(-n3cnnn3)cc2)sc2c1CCCC2	-2	-4
122	O=C(CSc1nc2c(c(=O)n1-c1ccc(F)cc1)SCC2)Nc1ccc2c(c1)OCO2	2	6
123	O=C(NCc1ccco1)c1cc(-c2ccc(Cl)cc2)on1	1	9
124	CCCCN(CC)S(=O)(=O)N1CCC(C(=O)NCc2ccc(F)cc2)CC1	2	8
125	Cc1ccc(CN2C(=O)CCC2C(=O)NCc2ccc(F)cc2)cc1 (stereo not drawn)	2	16
126	CCSc1nc2ccccc2n1S(=O)(=O)c1ccccc1	4	12
127	COc1ccc(N2Cc3ccccc3C2)cc1Cl	0	0
